# DENV2 CPE = inhibitors of DENV2 cytopathic effect | 350,000 compounds, 1.7% hits | DENV2-infected cells, cytopathic effect rescue, plate reader | CPE inhibition, % at 9.99 µM; in the data active = CPE inhibition above about 20%, passing the limit was not always enough; inconclusive = no clear call, values can overlap the other calls; tested in BHK-21 cells;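 note: 0% = median of neutral control wells and 100% = median of positive control wells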
# ARNT-TACC3 inh = disruptors of human ARNT/TACC3 interaction | Q9Y6A5 | AlphaScreen His-ARNT PAS-B/GST-TACC3 binding, luminescence; TACC3 fragment carries E629A point mutation | inhibition, % at 9.99 µM | 390,000 compounds, 0.66% hits;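 active = mean inhibition of replicates at least 50% and at least half of replicates each reaching 50%; inconclusive = half or more replicates reach 50% but mean below 50%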;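 note: 0% = complete ARNT plus TACC3 wells and 100% = ARNT alone without TACC3; many hits fall short of the cut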
# ERp5 inh = ERp5 (human) disulfide isomerase inhibition | Q15084 | 350,000 compounds, 0.05% hits | ERp5 insulin aggregation, absorbance 650 nm, 90 min | inhibition, % at 9.99 µM | AID 651711;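 active = mean replicate inhibition above about 25%, with every replicate also reaching it, limit read from the data, passing the limit was not always enough; inconclusive = only one of those two criteria met; inactive = neither criterion met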
# Target sequence (Q15084 whole entry, looked up): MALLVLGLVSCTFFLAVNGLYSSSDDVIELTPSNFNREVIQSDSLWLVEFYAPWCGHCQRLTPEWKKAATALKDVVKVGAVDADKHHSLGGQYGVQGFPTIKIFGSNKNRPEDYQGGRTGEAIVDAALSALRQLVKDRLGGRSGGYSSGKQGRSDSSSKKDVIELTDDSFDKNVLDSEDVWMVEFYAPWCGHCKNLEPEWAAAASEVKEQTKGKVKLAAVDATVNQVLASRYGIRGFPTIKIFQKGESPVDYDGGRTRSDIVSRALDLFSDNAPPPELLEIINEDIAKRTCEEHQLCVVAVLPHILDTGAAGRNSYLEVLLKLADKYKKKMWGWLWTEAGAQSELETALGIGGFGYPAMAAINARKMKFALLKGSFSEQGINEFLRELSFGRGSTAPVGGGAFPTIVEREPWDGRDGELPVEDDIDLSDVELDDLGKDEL
# GSIS activator = primary screen for activators of insulin secretion dependent on glucose, INS-1E cells, GLuc reporter luminescence; 370,000 compounds, 0.61% hits; AID 743287; activation, % at 16.6 µM; INS-1E GLuc reporter insulin secretion, 2-3 h;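 active = lowest replicate activation of at least 40%, so every replicate reaches that level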;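 note: 0% = median of neutral control wells and 100% = median of IBMX positive control wells; some compounds called inactive have numbers as strong as hits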
# PAX8 reporter = lowers PAX8-driven luciferase in RMG-I cells; 360,000 compounds, 1.2% hits; RMG-I TPO-luciferase reporter, SteadyGlo, 24 h; inhibition, % at 12.6 µM;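 active = mean replicate inhibition at least 60% with every replicate also reaching 60%; inconclusive = only one of the two criteria is met; inactive = mean below 60% and not all replicates reaching 60%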;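 note: luciferase light reporting Pax8 driven TPO promoter activity; plate controls were median of neutral control wells for no effect and mitoxantrone controls for full effect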
# F508del corr = CFTR F508del correction in bronchial cells; CFBE cells, YFP halide quenching; stimulated with forskolin plus potentiator P3; % fluorescence drop versus neutral controls; activity (quench increase), % at 7.58 µM; 350,000 compounds, 0.36% hits; AID 720511;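 active = mean added fluorescence quench of at least 8% versus neutral control, with both replicates also reaching 8%; inconclusive = only one of the mean or replicate conditions met; inactive = mean below 8% and not both replicates reaching 8%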;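 note: cells transiently co-express mutant CFTR-F508del with the halide-sensitive YFP; corrector assay measuring rescue of mutant channel to the surface after 24 h compound exposure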
# Xi reactivation = X-chromosome reactivation activator. XiGFP mouse fibroblasts, % GFP-positive cells imaging, 3 d; cells co-treated with 5-aza-dC sensitizer; scaled so ellipticine positive control = 100%. activation, % at 7.58 µM. 360,000 compounds, 0.055% hits. AID 743238;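 active = mean normalized replicate activation at least 10% and every replicate at or above 10%; inconclusive = only one of the two criteria met; inactive = mean below 10% and not all replicates reach 10%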;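 note: 0% = median of on-plate neutral control wells and 100% = ellipticine 6 µM median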
#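 System: 68-5-11 XiGFP fibroblast line | Buffer or medium: DMEM containing 5-aza-dC | Compound: Single point | Times: Compounds 3 days, fix/stain 15 min at room temperature | Benchmarks: Positive control ellipticine, 6 µM final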
# EWS-Fli block = blocks EWS/Fli oncoprotein-driven transcription. A673 NR0B1-luciferase reporter, viability-normalised. inhibition, % at 12.6 µM. AID 651661. 350,000 compounds, 0.67% hits;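 active = mean inhibition of at least 50% after viability correction, with every replicate also passing that limit; inconclusive = mean reaches 50% but only one of two replicates passes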;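 note: firefly luciferase signal divided by Alamar Blue viability fluorescence both relative to DMSO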
# Starred values were filed as active, the others as inactive; u = inconclusive; x = no result given; & = joins results of further samples. Rows are unselected; overall some 4.2% were active at least once.
SMILES,DENV2 CPE,ARNT-TACC3 inh,ERp5 inh,GSIS activator,PAX8 reporter,F508del corr,Xi reactivation,EWS-Fli block
C[C@@H]1CCCCO[C@H](CN(C)C(=O)CCC(F)(F)F)[C@H](C)CN([C@@H](C)CO)C(=O)c2cc(NC(=O)Nc3ccc4c(c3)OCO4)ccc2O1,26*,2,-2,-4,68*,0.1,0.1,4
Cc1ccc(CC(=O)NCCc2ccc(S(N)(=O)=O)cc2)cc1,-2,-1,-2,14,5,0.7,0.0,13
COC(=O)[C@]1(Cc2ccccc2)N[C@H](c2ccc(SC3CCCCC3)c(OC)c2)[C@@H]2C(=O)N(C)C(=O)[C@@H]21,6,3,-5,-30,-4,-0.8,0.0,7
C[C@@H]1CN([C@H](C)CO)C(=O)c2cc(NC(=O)NC3CCCCC3)ccc2O[C@@H](C)CCCCO[C@H]1CN(C)C(=O)NC1CCCCC1,12,-9,4,-26,16,-1.9,0.4,16
N#C[C@@H]1[C@H](c2ccccc2-c2ccc(F)cc2)[C@H](CO)N1c1ncc(-c2ccccc2)s1,-8,x,-4,-15,1,1.9,0.2,-6
COC(=O)CCC1(C(N)=O)CCC(=O)c2ccccc21 (stereo not drawn),-6,1,0,18,8,2.0,0.2,-5
O=C(COc1ccccc1)N=C1SC2CS(=O)(=O)CC2N1c1cccc(F)c1 (stereo not drawn),-5,0,-2,0,5,-3.3,0.0,2
CCOc1ccc(C(C)NC(=O)c2cccnc2OCC)cc1OCC (stereo not drawn),6,1,-12,53,-4,-2.4,0.0,1
COc1cc(/C=C/c2ccc3cccc(O)c3n2)cc(Br)c1OC,-2,-6,1,8,-12,2.7,0.8,-58
COC(=O)c1cc(C)sc1NC(=O)C1C2C=CC(CC2)C1C(=O)O (stereo not drawn),11,-3,4,-15,10,-1.9,0.0,13
C[C@@H]1CN([C@H](C)CO)C(=O)c2cc(NC(=O)Cc3ccccc3)ccc2O[C@H]1CN(C)C(=O)Nc1ccc2c(c1)OCO2,-6,0,-6,2,-16,-0.4,0.2,4
Cc1ccccc1-n1nc2c(c1NC(=O)C(C)(C)C)CS(=O)(=O)C2,3,-17,-2,2,9,0.0,0.3,-3
Cc1ccc(S(=O)(=O)Nc2ccc3c(c2)CC(=O)N([C@@H](C)CO)C[C@H](C)[C@@H](CN(C)Cc2ccncc2)O3)cc1,-1,-9,1,11,10,-0.3,0.3,-1
COC(=O)N1C2CCCCC2=NN(c2ccccc2)N1C(=O)OC (stereo not drawn),u,x,-2,18,-1,-0.2,-0.1,2
CCCCC[C@@H]1CCCCC[C@@H](O)C[C@@H](O)[C@@H](O)/C=C/C(=O)O1,-1,x,7,-12,-8,-1.0,0.1,-7
CCCCNC(=O)C[C@@H]1C[C@@]2(C(=O)OCC)CCCC=C2N(CCC2=CCCCC2)C1=O,-10,x,5,-37,-6,0.1,0.0,14
N=C1CCCN1CC(=O)c1ccc(Cl)cc1,2,0,13,x,-149,x,0.4,-11
O=C(C[C@H]1C=C[C@@H](NC(=O)C2CCC2)[C@H](CO)O1)NCC1CC1,u,x,-1,8,4,5.5,-0.1,6
COc1ccc(CN2CCN(CC(O)Cn3c4ccccc4c4ccccc43)CC2)cc1 (stereo not drawn),6,18,2,-27,5,6.1,0.0,25
COc1ccc(NS(=O)(=O)c2ccc(Cl)s2)cn1,-3,1,6,1,4,-1.3,0.4,9
CN(C)Cc1c(O)ccc2c(-c3ccccc3)cc(=O)oc12,13,-3,-4,-15,6,x,0.0,2
C[C@H](CO)N1C[C@H](C)[C@@H](CN(C)Cc2ccc(C(F)(F)F)cc2)Oc2c(NC(=O)C3CCOCC3)cccc2C1=O,-4,4,0,-22,1,-0.4,0.1,1
C[C@H](CO)N1C[C@H](C)[C@@H](CN(C)Cc2ccccc2C(=O)O)Oc2cc(-c3ccc(F)cc3)ccc2S1(=O)=O,-7,-7,0,-2,-30,1.8,0.1,-18
O=Cc1ccc(OCc2nnsc2Cl)cc1,-7,-2,-7,6,5,-1.0,0.0,7
C/C(=N\NC(=O)C1(C)CC1(Br)Br)c1ccc(C)cc1C (stereo not drawn),2,x,-12,-14,9,-2.1,0.0,4

# 4 consecutive records out of the list so far:
SMILES,DENV2 CPE,ARNT-TACC3 inh,ERp5 inh,GSIS activator,PAX8 reporter,F508del corr,Xi reactivation,EWS-Fli block
CN(C)Cc1c(O)ccc2c(-c3ccccc3)cc(=O)oc12,13,-3,-4,-15,6,x,0.0,2
C[C@H](CO)N1C[C@H](C)[C@@H](CN(C)Cc2ccc(C(F)(F)F)cc2)Oc2c(NC(=O)C3CCOCC3)cccc2C1=O,-4,4,0,-22,1,-0.4,0.1,1
C[C@H](CO)N1C[C@H](C)[C@@H](CN(C)Cc2ccccc2C(=O)O)Oc2cc(-c3ccc(F)cc3)ccc2S1(=O)=O,-7,-7,0,-2,-30,1.8,0.1,-18
O=Cc1ccc(OCc2nnsc2Cl)cc1,-7,-2,-7,6,5,-1.0,0.0,7

# Continuation:
SMILES,DENV2 CPE,ARNT-TACC3 inh,ERp5 inh,GSIS activator,PAX8 reporter,F508del corr,Xi reactivation,EWS-Fli block
COc1ccc(N2CCN(CCCNC(=O)C(=O)c3c(C)n(C)c4ccccc34)CC2)cc1,5,13,3,-1,-4,-0.9,0.2,x
CCCNC(=O)N(C)C[C@H]1Oc2cc(-c3ccc(C)cc3)ccc2S(=O)(=O)N([C@H](C)CO)C[C@@H]1C,-9,0,-3,-5,x,-0.1,-0.8,8
CO[C@@H]1CN(C)C(=O)c2ccc(NC(=O)Nc3c(C)noc3C)cc2OC[C@@H](C)NC[C@H]1C,0,0,-2,13,-9,0.9,0.0,2
CC1(C)Cc2c(cnn2-c2ccc(F)cc2)C(NC(=O)CCn2cncn2)C1 (stereo not drawn),-8,-13,6,14,-50,-1.8,0.0,-38
CC(=O)Nc1ccc(NC(=O)CSc2nc3ccccc3c(=O)n2CCCN2CCOCC2)cc1,-1,x,0,-5,8,0.3,0.0,-13
Cc1ccc(OCCNC(=O)Cc2ccc(S(=O)(=O)N3CCOCC3)s2)cc1,u,-4,2,-5,10,1.0,0.1,5
CC(=O)c1cccc(NC(=O)COC(=O)COc2ccccc2C)c1,x,-12,2,13,-4,-4.2,0.0,-5
O=C(c1ccc(C(F)(F)F)cc1)C1CCCN(C(=O)CCc2ccncc2)C1 (stereo not drawn),4,-3,1,-4,4,1.8,0.1,15
Cc1ccc(C(=O)OCC(=O)Nc2ccc3[nH]c(=O)[nH]c3c2)o1,-1,-23,4,9,-6,-1.9,0.1,1
CC(=O)Nc1ccc(N2C(=O)c3cccc4c(O)ccc(c34)C2=O)cc1,-3,-7,0,-10,3,4.9,0.2,9
C[C@@H]1CN([C@@H](C)CO)C(=O)c2cccc(NC(=O)NC3CCCCC3)c2O[C@H]1CN(C)S(C)(=O)=O,-4,-5,10,8,11,3.8,0.5,0
COc1ccc2c3c([nH]c2c1)[C@@H](CO)N(S(=O)(=O)c1cn(C)cn1)CC31CCN(CC2CC2)CC1,0,x,-3,6,-30,-2.1,0.1,-9
O=C(NC(=S)NCC1CCCO1)c1ccccc1[N+](=O)[O-] (stereo not drawn),x,4,14,21,-9,-1.0,0.1,-9
COC(=O)c1cc(=O)n(-c2ccc(F)cc2)c(=Nc2ccc(F)cc2)s1,3,-1,1,21,53,0.5,0.2,15
COc1ccc(S(=O)(=O)Nc2ccc(Cc3ccncc3)cc2)cc1OC,0,-1,0,-25,29,0.3,0.0,46
O=Cc1cn(-c2ccccc2)nc1-c1cccnc1,12,10,-10,-8,-28,2.5,0.0,-16
O=C(C[C@@H]1CC[C@@H](NC(=O)C2CCOCC2)[C@H](CO)O1)Nc1ccccc1,u,x,2,17,x,0.9,-0.3,-6
O=C(O)C[C@@H]1C=C[C@H](NC(=O)c2ccccc2F)[C@H](CO)O1,x,x,x,10,-1,-1.8,-0.4,0
CC(=O)Nc1cccc(-c2csc(C(C)(O)c3cccc(F)c3)n2)c1 (stereo not drawn),-3,x,1,-20,-2,2.4,0.0,-8
COc1cccc(CN(C)C(=O)c2ccc(OCC(=O)N3CCOCC3)c(OC)c2)c1,-4,-6,-3,-2,3,-0.9,-0.1,-3
COC(=O)c1c(N)sc(Cc2ccccc2)c1C,-2,2,0,0,-2,0.3,0.1,3
CCOC(=O)Cn1c2ccc(F)cc2c2nc(C)sc21,4,5,-10,28,-8,1.1,0.0,-3
Cc1ccc(NC(=O)CN2C(=O)C(=O)N(C3CCCC3)C2=O)c(Cl)c1,3,-8,-10,-18,2,-0.7,0.2,5
COc1ccc(NC(=O)N(C)C[C@H]2OCCCC[C@H](C)Oc3ccc(NC(=O)Nc4cccc5ccccc45)cc3C(=O)N([C@@H](C)CO)C[C@H]2C)cc1,8&0,14,-4,15&-25,-16&18,-0.4&-0.4,-1.0&-0.1,-9&5
Cc1ccc(CN2CCN(Cc3cnc(C)s3)CC2CCO)cc1 (stereo not drawn),-6,-4,5,-1,-1,-0.3,0.3,10
SMILES,DENV2 CPE,ARNT-TACC3 inh,ERp5 inh,GSIS activator,PAX8 reporter,F508del corr,Xi reactivation,EWS-Fli block
COc1cccc(C(=O)N2C[C@@H]3[C@H](c4ccccc42)[C@H](CO)N3C(=O)c2ccc(F)cc2)c1,-9,1,0,17,-21,-1.2,0.1,-2
CCCCc1ccc(NC(=S)N2CCC(O)CC2)cc1,2,0,-3,-22,-6,-7.0,0.1,-13
COc1cccc(CNC(=O)CCC2CCCN(C(=O)CCC(F)(F)F)C2)c1 (stereo not drawn),3,-3,-3,14,0,0.4,-0.3,-9
O=C1c2ccccc2C(Nc2ccccc2)N1c1cccnc1 (stereo not drawn),9,-2,-4,x,14,-0.5,-0.1,1
CCOC(=O)C1(Cc2ccccc2C(F)(F)F)CCN(Cc2ccon2)CC1,14,0,5,-1,-17,2.0,-0.3,-5
CC(C)Oc1ccccc1C1NC(=O)CCC1[N+](=O)[O-] (stereo not drawn),11,8,3,-1,-11,-3.2,0.2,-1
Cc1sc2ncnc(N3CCC(C(=O)NNC(=O)c4ccc(Cl)cc4)CC3)c2c1C,0,-2,2,-9,17,-1.3,-0.1,11
C[C@@H]1CCCCO[C@@H](CN(C)Cc2ccc3c(c2)OCO3)[C@H](C)CN([C@H](C)CO)C(=O)c2cc(NC(=O)C3CCCCC3)ccc2O1,-1,-4,-2,-22,-17,3.2,-0.9,11
CN1CCCN(C(=O)c2cc3c(s2)CCCC3)CC1,14,x,10,8,-15,-0.7,0.2,x
O=C(N/N=C/c1ccc(O)cc1O)c1ccncc1,-2,74*,1,-4,41,7.8,0.1,27
COCCNC(=O)C[C@H]1CC[C@H]2[C@@H](COC[C@@H](O)CN2S(=O)(=O)c2ccccc2C)O1,-11,2,0,8,-8,6.1,-0.1,0
CN1C(=O)c2cc(NC(=O)C3CCC3)ccc2OC[C@H]2O[C@@H](CC(=O)NCC3CCCCC3)CC[C@@H]21,0,x,-8,-6,-1,-1.7,0.0,6
Cc1noc(NS(=O)(=O)c2ccc(N/C=C\C(=O)c3ccccc3)cc2)c1C,-2,0,4,2,-10,12*,0.0,-9
O=C(C[C@@H]1CC[C@H]2[C@@H](COC[C@H](O)CN2Cc2cc(F)ccc2F)O1)N1CCc2ccccc2C1,5,5,0,-2,14,-4.2,0.1,6
C[C@@H]1CN([C@@H](C)CO)C(=O)c2cc(NC(=O)Nc3ccc4c(c3)OCO4)ccc2O[C@@H](C)CCCCO[C@@H]1CN(C)Cc1ccc(C(F)(F)F)cc1,-7,-5,6,21,27,-0.2,0.0,-4
